PI4K2A block: PI4K2A (human) kinase inhibition; AID 1346378; purified PI4K2A, ADP-Glo luminescence, 1 h; hits give low values; hit rate 0.13% among 420,000; activity change, negative = inhibition, % at 76.9 µM; in the data active means activity change below about -50%; inconclusive means mostly about -30% to -49%;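 further: -100% = wells without enzyme as full effect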
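PI4K2A activity was measured by ADP-Glo luminescence: enzyme (4 ug/mL stock) and phosphatidylinositol (1.2 mM stock) in Tris pH 7.5/MgCl2/EGTA/Triton X-100 buffer were reacted with ATP (300 microM stock) for one hour at ambient temperature.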
USP1-UAF1 inh: inhibitors of human USP1/UAF1 deubiquitinase; O94782; recombinant USP1/UAF1, Ub-Rhodamine cleavage fluorescence; Potency, µM (top dose mostly 57.1 µM), for inactives: top-dose activity change, negative = inhibition, most hits filed as inhibitors; hit rate 0.23% among 390,000; further: potency means the concentration at half of the fitted maximal effect; on the % scale 0 is the no-effect control and ±100 the full control effect; nearly all actives have a fitted effect of over 60% in size; inactives centre near -12
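In this screen, compounds sit with the deubiquitinase complex (1nM) for 15 min at room temperature before Ub-Rho is added at 150nM final. Fluorescence rise is then followed for 6 reads every 60 seconds.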
TRHR enhancer: allosterically enhances the human TRH receptor | P34981 | TRHR cells, fluo-8 calcium fluorescence, EC20 TRH enhancement | enhancement, % at 2 µM | hit rate 0.66% among 360,000 | AID 493056; in the data active means enhancement above about 30%; further: 0% is about no effect
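Enhancer read-out: after compound pinning and an initial kinetic agonist-mode read, an EC20 of TRH (10 nM final) was injected and fluo-8 calcium signal (Ex 480/Em 530) followed at 1 s/cycle for 100 cycles in TRHR-expressing cells.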
TRHR ag: TRH receptor (human) agonism | P34981 | TRHR cells, calcium flux fluo-8, FDSS agonist mode | activation, % at 2 µM | hit rate 0.18% among 360,000; in the data active means activation above about 30%; further: 0% is about no effect
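Fluo-8-loaded TRHR cells; 10 s baseline, compound added, kinetic Ca2+ fluorescence read 1/s, agonist mode.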
rTrxR1 inhibitor: inhibitors of rat thioredoxin reductase 1 | Potency, µM (highest dose often 114 µM), for the others: top-dose activity change, negative = inhibition, usual class: inhibitors | AID 588453 | recombinant rTrxR1, NADPH fluorescence consumption, selenite substrate | hit rate 1% among 390,000; further: potency means the concentration at half of the fitted maximal effect; on the % scale 0 is the no-effect control and ±100 the full control effect; nearly all actives have a fitted effect of over 65% in size
Target sequence (O89049 whole entry, looked up): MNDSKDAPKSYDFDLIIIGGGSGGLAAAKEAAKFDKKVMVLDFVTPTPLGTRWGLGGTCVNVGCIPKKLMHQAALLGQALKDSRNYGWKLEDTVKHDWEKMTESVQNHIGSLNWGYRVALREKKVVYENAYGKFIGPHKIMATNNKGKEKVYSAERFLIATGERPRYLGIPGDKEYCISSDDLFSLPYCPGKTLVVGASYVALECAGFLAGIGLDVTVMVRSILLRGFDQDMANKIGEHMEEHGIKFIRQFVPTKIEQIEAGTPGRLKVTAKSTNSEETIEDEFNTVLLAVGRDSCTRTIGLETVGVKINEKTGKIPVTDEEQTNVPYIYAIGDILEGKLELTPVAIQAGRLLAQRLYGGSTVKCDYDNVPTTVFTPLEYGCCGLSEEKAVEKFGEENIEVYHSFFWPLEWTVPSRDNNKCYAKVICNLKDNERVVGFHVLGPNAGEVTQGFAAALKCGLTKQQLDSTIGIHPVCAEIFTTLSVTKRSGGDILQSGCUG
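Rat TrxR1 (90 nM in the dispensed reagent) was pre-reduced with 400 uM NADPH for 5 min at room temperature, then incubated with compound for 15 min. After 400 uM selenite was added, NADPH fluorescence (Ex 340/Em 450 nm) was followed for 8 min.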
TrxR1 substrate: rat thioredoxin reductase 1 substrate activity; O89049; purified TrxR1 substrate turnover, NADPH consumption readout; Potency, µM (doses to about 114 µM), for inactives: at the top dose activity change, negative = substrate turnover; hit rate 0.01% among 390,000; AID 588456; further: potency means the concentration at half of the fitted maximal effect; on the % scale 0 is the no-effect control and ±100 the full control effect; nearly all actives have a fitted effect of over 50% in size
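Rat TrxR1, dispensed at 90 nM, was prereduced with 400 uM NADPH (final) for 5 min at ~22 deg C, then incubated with compound 15 min before 400 uM selenite. A first-read NADPH fluorescence drop versus no-compound background flagged substrates.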
D2 antagonist: antagonists of human D2 dopamine receptor; inhibition, % at 10 µM; hit rate 2% among 340,000; P14416; HEK293 TREx D2 cells, calcium flux, dopamine EC80; AID 485344; in the data active means inhibition above about 30%; further: 0% is about no effect
Target sequence (P14416 whole entry, looked up): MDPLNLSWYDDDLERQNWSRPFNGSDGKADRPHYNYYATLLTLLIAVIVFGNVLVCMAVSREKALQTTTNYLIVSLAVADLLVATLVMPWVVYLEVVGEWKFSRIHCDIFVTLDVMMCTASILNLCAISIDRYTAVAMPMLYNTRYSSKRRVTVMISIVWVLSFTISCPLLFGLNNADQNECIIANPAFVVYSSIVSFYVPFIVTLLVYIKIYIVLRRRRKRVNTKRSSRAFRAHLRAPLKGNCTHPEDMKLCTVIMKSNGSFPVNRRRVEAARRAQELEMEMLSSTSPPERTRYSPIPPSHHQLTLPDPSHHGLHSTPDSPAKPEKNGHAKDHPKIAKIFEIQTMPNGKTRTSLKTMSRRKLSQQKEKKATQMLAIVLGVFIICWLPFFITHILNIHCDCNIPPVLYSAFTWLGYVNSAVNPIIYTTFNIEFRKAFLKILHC
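HEK293 T-REx D2 cells, tet-induced, calcium dye no-wash. Cpd pintool add, 180 s kinetic, then EC80 DA, 180 s kinetic. Ca flux read.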
D2 ag: agonists of human D2 dopamine receptor. HEK293 T-REx D2 cells, calcium flux agonist mode. activation, % at 2 µM. hit rate 0.53% among 340,000. AID 485358;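 active means activation over 3 SD above normal in the single-dose calcium agonist read, cut at about 30% in these data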; further: 0% is about no effect
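Agonism is scored from calcium flux in a force-coupled, inducible HEK293 cell line expressing D2, read kinetically for 180 s after compound addition against dopamine controls.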
IDH1 R132H inh: blocks human mutant IDH1 R132H enzyme | Potency, µM (series often up to 76.6 µM), for inactives: at the top dose activity change, negative = inhibition, usual class: inhibitors | hit rate 0.093% among 390,000 | IDH1-R132H enzyme, NADPH consumption, diaphorase/resazurin fluorescence | O75874; further: potency means the concentration at half of the fitted maximal effect; on the % scale 0 is the no-effect control and ±100 the full control effect; nearly all actives have a fitted effect of over 65% in size
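IDH1-R132H (0.5 ug/mL dispensed) in pH 7.5 Tris buffer was preincubated 30 min with compound, then given a substrate mix of 0.016 mM NADPH and 2 mM alpha-KG for 80 min at room temperature; remaining NADPH was read by diaphorase/resazurin fluorescence.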
* hit, by the source's call; ? = inconclusive; · = no result given; & = joins results of further samples; [ ] = remark or other dose. Unless noted, the call rests on the fitted dose curve; in most records, active means well fitted inhibition curve with a large enough effect; inconclusive means small, poorly fitted or top-dose-only effect; inactive means no such curve, though single readings can be large or run the other way.

| SMILES | PI4K2A block | USP1-UAF1 inh | TRHR enhancer | TRHR ag | rTrxR1 inhibitor | TrxR1 substrate | D2 antagonist | D2 ag | IDH1 R132H inh |
| --- | --- | --- | --- | --- | --- | --- | --- | --- | --- |
| COC(=O)C1=C(C)Nc2nc(-c3ccccc3)nn2C1c1ccc(C)o1 (configuration not stated) | -3 | -13% | -4 | -0.6 | -23% | -12% | · | · | -2% |
| Cc1ccc(C)c(NC(=O)CSc2ncc3c(n2)-c2ccccc2N(Cc2ccccc2C)S3(=O)=O)c1 | -3 | -16% | 6 | 0.0 | 27%[57.1 µM] | 14%[57.1 µM] | · | 0.4 | -11% |
| COc1ccc(C(=O)Nc2nccs2)cc1OC | 1 | -2% | 6 | 0.9 | 6% | -4% | -18 | -0.1 | 1% |
| O=C(c1ccc(Cl)c(S(=O)(=O)N2CCOCC2)c1)N1CCCC1 | -1 | -10% | -5 | 0.1 | 14% | 6% | -10 | 0.9 | -2% |
| CCCn1c(SCC(=O)Nc2sc(C)c(C)c2C(=O)OCC)nc2c1c(=O)n(C)c(=O)n2C | -1 | -18% | -3 | 0.3 | 16% | 5% | 5 | 0.5 | 2% |
| Cc1cccc(C(=O)OCC(=O)Nc2c(C)n(C)n(-c3ccccc3)c2=O)c1O | 3 | -4% | · | · | 23% | -1% | · | · | -5% |
| Cc1ccc(NC(=O)c2nc(S(C)(=O)=O)ncc2N(Cc2ccc(C(C)(C)C)cc2)Cc2ccco2)cc1C | -2 | -2% | 16 | 0.7 | 17% | 3% | · | 3.0 | -9% |
| CN1CCCc2cc(C#N)c(=O)[nH]c21 | -6 | -14% | 2 | 0.7 | ? | · | -2 | 0.6 | 8% |
| CCC(=O)Nc1ccc(C(=O)Nc2ccc(OC)cc2[N+](=O)[O-])cc1 | -1 | -23% | 23 | 0.6 | -17% | -8% | -5 | 0.1 | 4% |
| COc1ccc(CC(=O)N/N=C(\C)CC(=O)Nc2cccc(F)c2)cc1 | 0 | -23% | 27 | 0.1 | -26% | -7% | 6 | 1.1 | -3% |
| Cc1ccc([C@@H]2[C@@H]3C(=O)N(C)C(=O)[C@@H]3[C@]3(C)C(=O)N(Cc4ccccc4)CC(=O)N23)o1 | -5 | 23% | -5 | 0.7 | ? | -8% | -8 | -0.7 | -1% |
| COc1ccc(Nc2ncnc3sccc23)cc1 | 6 | -4% | 8 | -0.1 | 7% | -2% | 29 | 0.8 | 2% |
| COc1ccc(C(=O)C2CCCN(C(=O)c3ccc(OC)o3)C2)c(C)c1 (configuration not stated) | -2 | -7% | · | · | 40µM* | 8% | · | · | 1% |
| OCCNCc1cc(Br)ccc1OCc1ccc(Cl)cc1 | 3 | -21% | -13 | 0.6 | -1% | -6% | 11 | 0.5 | 9% |
| CCOC(=O)N1CCC(NC(=O)C2=C(C)C(=O)OC23CCC(C)CC3)CC1 (configuration not stated) | 5 | 6% | -3 | 0.5 | 25%[57.1 µM] | 4%[57.1 µM] | -4 | 0.4 | -7% |
| CCn1c(C(C)NC(=O)c2ccc(C)cc2)n[nH]c1=S (configuration not stated) | -3 | 0% | 9 | 0.3 | -16% | -5% | -14 | 0.6 | 9% |
| COc1cccc(/C=N/NC(=O)CCCC(=O)Nc2ccc(Br)cc2)c1 | -2 | -20% | -3 | -0.8 | 4% | -8% | -13 | 0.4 | 16% |
| O=C(NCC(c1cccnc1)N1CCOCC1)c1ccco1 (configuration not stated) | 2 | -16% | -2 | -0.1 | ? | 3% | 13 | 0.1 | 0% |
| CCN(CC)C(=O)c1sc(NC(=S)N2CCN(C(=O)C3CCCO3)CC2)c(C(=O)OC)c1C (configuration not stated) | -3 | -13% | 4 | 0.0 | 13% | 1% | 7 | 1.6 | 6% |
| CC1=NN(C(=O)c2ccc(Cn3nc(C)c(Br)c3C)cc2)C(O)(C(F)(F)F)C1 (configuration not stated) | -2 | -6% | -3 | 0.4 | 13% | 1% | 7 | 0.8 | 1% |
| COc1cc(/C=C2\SC(=Nc3ccc(O)cc3)NC2=O)cc(OC)c1O | 1 | -15% | 3 | 44* | 0%[57.1 µM] | -9%[57.1 µM] | 9 | 47* | 19% |
| CO/N=C/C(c1ncc(C(F)(F)F)cc1Cl)S(=O)(=O)c1ccccc1 (configuration not stated) | -2 | -26% | -8 | -0.1 | -10% | -4% | 7 | -3.1 | 0% |
| C=CCNC(=O)CN1CCC(c2nc3cc(C)c(C)cc3[nH]2)CC1 | -16 | -5% | -12 | -0.1 | -3% | -2% | 22 | -0.4 | -9% |
| CNC(=O)C(C)Sc1ccc(S(=O)(=O)N2CCOCC2)cn1 (configuration not stated) | -5 | 0% | -18 | 0.4 | -8% | -16% | 6 | 0.3 | 2% |
| Cc1ccc(C(=O)Nc2cccc(OCc3cc(=O)n4c5c(sc4n3)CCCC5)c2)cc1 | 3 | -22% | 2 | -1.3 | 5% | 5% | · | -1.0 | -15% |

(list continues)
| SMILES | PI4K2A block | USP1-UAF1 inh | TRHR enhancer | TRHR ag | rTrxR1 inhibitor | TrxR1 substrate | D2 antagonist | D2 ag | IDH1 R132H inh |
| --- | --- | --- | --- | --- | --- | --- | --- | --- | --- |
| Cc1ccc(NC(=O)C2CCN(S(=O)(=O)c3ccc4[nH]c(=O)ccc4c3)CC2)c(C)c1 | -6 | -11% | -1 | 0.1 | 10%[57.1 µM] | 2%[57.1 µM] | · | · | 10% |
| Cc1ccc(-n2ncc3c(NCCCn4ccnc4)ncnc32)cc1C | -2 | -9% | 2 | -0.5 | 9%[57.1 µM] | 16%[57.1 µM] | · | -0.2 | 6% |
| Cc1cc(C)cc(NC(=O)c2c(C)oc3nc(C)nc(N4CCCC4)c23)c1 | 2 | -18% | 15 | -1.4 | 19% | 1% | · | -1.0 | 10% |
| Cc1cc(O)cc(=O)n1Cc1ccccc1 | 9 | -18% | · | · | 25% | 1% | · | · | 3% |
| COc1ccc(-c2ccc(C(c3c(C)[nH][nH]c3=O)c3c(C)[nH][nH]c3=O)o2)c([N+](=O)[O-])c1 | ? | ? | -7 | 0.1 | -12%[57.1 µM] | -7%[57.1 µM] | -9 | 0.3 | 6% |
| COc1cc(/C=N/NC(=S)NCCc2ccccc2)cc(OC)c1OC | 2 | -24% | 7 | -0.8 | 3% | -9% | -6 | -0.5 | 0% |
| COc1ccc(CCCc2nnc(SCC(=O)Nc3ccc(OC)cc3)o2)cc1 | -3&-8 | -16%&15% | -4&-3 | -0.5&-0.2 | 4%&15% | -1%&-2% | 6 | 0.2&-1.0 | 7% |
| O=C(CNC(=O)c1cccc([N+](=O)[O-])c1)OCCCC(=O)c1ccc(F)cc1 | 2 | -4% | · | · | 17% | -5% | · | · | -7% |
| COCCNC(=O)/C=C/c1c(Cl)cccc1Cl | -1 | -3% | 2 | -0.3 | -15% | -7% | 0 | 0.1 | 4% |
| COc1cccc(C(=O)NCCS(=O)(=O)N2CCCCC2)c1 | 3 | -3% | -6 | 0.5 | 1% | -2% | -9 | 0.2 | -5% |
| O=C(CCCn1cc([N+](=O)[O-])cn1)Nc1ccc2c(c1)OCO2 | 1 | -17% | 1 | 0.3 | 20% | 2% | -17 | -2.7 | 0% |
| CC(C)(C)c1ccc(C(=O)NCCC(=O)NNC(=O)COc2ccccc2F)cc1 | 3 | 0% | · | · | -10% | -8% | · | · | -5% |
| Cc1cccc(C)c1OCc1cc(C(=O)N2CCN(c3ccccn3)CC2)no1 | 8 | -24% | 7 | -1.3 | 26%[57.1 µM] | -1%[57.1 µM] | -11 | -0.3 | 3% |
| CCn1cnc2c1c(=O)n(Cc1csc(-c3ccccc3)n1)c(=O)n2Cc1ccccc1 | 4 | -7% | 5 | 0.5 | 24% | 4% | 4 | 1.0 | -2% |
| COc1ccc(CC(=O)Nc2cccc(SC)c2)cc1 | 9 | -9% | -8 | -1.6 | -5% | -4% | -2 | -2.1 | 1% |
| CCc1cccc(CC)c1NC(=S)NCc1ccc2c(c1)OCO2 | -13 | -9% | 0 | -0.6 | 18%[57.1 µM] | 8%[57.1 µM] | -14 | -0.2 | 6% |
| Cc1nnn(C23CC4CC(CC(CC(=O)Nc5ccc(C)c(Cl)c5)(C4)C2)C3)n1 | -6 | -13% | 1 | 0.4 | 6% | -1% | 3 | 0.5 | 15% |
| CCOC(=O)c1cc(-c2ccccc2)sc1NC(=O)COC | -1 | -25% | -10 | -0.1 | 2% | 5% | -11 | -1.3 | -1% |
| O=C(COc1ccc2ccc(=O)oc2c1)Nc1cc([N+](=O)[O-])ccc1F | -4 | -18% | 3 | -0.3 | 4% | 8% | -16 | -0.4 | -1% |
| CC1=C(C(=O)OC2CCCCC2)C(c2cccnc2)n2nnnc2N1 (configuration not stated) | 5 | -5% | -9 | -0.1 | -7%[57.1 µM] | 2%[57.1 µM] | -4 | 61* | 1% |
| CSc1cccc(NC(=O)C2C3C=CC4(O3)C2C(=O)N(CCN2CCOCC2)C4C(=O)NC2CCCCC2)c1 (configuration not stated) | 0 | -13% | -2 | -0.2 | 7% | 3% | -10 | -1.7 | -1% |
| Cc1ccc(NC(=O)CCc2c(C)nn(-c3ccc(N4CCCCC4)nn3)c2C)cc1C | -4 | -21% | 7 | -1.4 | 15% | 1% | -26 | 0.1 | 0% |
| O=C1CCCN1CCCNS(=O)(=O)c1ccccc1 | 4 | -7% | -1 | -0.1 | -10% | -13% | -9 | -0.3 | -9% |

A draw from above in order of molecular weight, descending.
| SMILES | PI4K2A block | USP1-UAF1 inh | TRHR enhancer | TRHR ag | rTrxR1 inhibitor | TrxR1 substrate | D2 antagonist | D2 ag | IDH1 R132H inh |
| --- | --- | --- | --- | --- | --- | --- | --- | --- | --- |
| COc1ccc(CCCc2nnc(SCC(=O)Nc3ccc(OC)cc3)o2)cc1 | -3&-8 | -16%&15% | -4&-3 | -0.5&-0.2 | 4%&15% | -1%&-2% | 6 | 0.2&-1.0 | 7% |
| Cc1nnn(C23CC4CC(CC(CC(=O)Nc5ccc(C)c(Cl)c5)(C4)C2)C3)n1 | -6 | -13% | 1 | 0.4 | 6% | -1% | 3 | 0.5 | 15% |
| Cc1ccc(-n2ncc3c(NCCCn4ccnc4)ncnc32)cc1C | -2 | -9% | 2 | -0.5 | 9%[57.1 µM] | 16%[57.1 µM] | · | -0.2 | 6% |

Source: PubChem

Not a hit list; overall some 3.9% were active at least once.
